Cav32 inh: blocks human Cav3.2 T-type calcium channel; O95180; Cav3.2-expressing cells, Fluo-4 calcium fluorescence FDSS; active compounds read low; B-score at 10 µM; hit rate 4% among 100,000; AID 449739;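 active = single-dose well whose peak fluorescence ratio is a statistical outlier from its plate by either plate-standardised score or position-corrected B-score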
Starred values were filed as active, the others as inactive. Only part of the results is shown (hit frequency here may not be typical).

Compound	Cav32 inh
Cc1cc(=O)[nH]c(SCC(=O)N2CCc3ccccc3C2)n1	-0.14
CCOC(=O)C1C(=O)C=C(/C=C/c2ccccc2)CC1c1ccc(Cl)cc1 (stereo not given)	-0.69
Cc1ccc(-n2c(C)c3c(C)nnc(C)c3c2C)cc1C	-0.28
COc1ccc(CNC(=O)C(c2ccncc2)N(C(=O)Cc2cccs2)c2ccc(C)cc2)cc1 (stereo not given)	-3.9
c1ccc2oc(NC3=NCN(CC4CCCO4)CN3)nc2c1 (stereo not given)	1.1
CCOC(=O)c1cc(-c2ccc(F)cc2)n(CC(=O)N2CCCC2)c1C	-0.38
CCC(C(=O)OC)n1cnc2c(nnn2-c2ccc(OC)cc2)c1=O (stereo not given)	-1.6
Cc1ccc(C(=O)NCC(C)(C)N2CCOCC2)s1	-0.061
COc1nc(-c2ccccc2)ccc1-c1noc(-c2ccccc2F)n1	-0.95
O=Cc1ccc(N2CCCC2)c(F)c1	1.1
COc1ccc(/C=C/c2c([N+](=O)[O-])c(=O)n(C)c(=O)n2C)cc1OC	-1.5
CCSc1nnc(-c2ccc(S(=O)(=O)N3CCOCC3)cc2)n1CC1CCCO1 (stereo not given)	0.18
CCOc1ccc(OCCN(C)Cc2ccccc2)cc1	0.25
COC(=O)C1C(=O)c2c([nH]c(C(=O)OCCSC)c2C)CC1C (stereo not given)	0.43
CCOC(=O)Nc1ccc(NC(=O)c2c(OC)cccc2OC)cc1	-1.5

More compounds:
Compound	Cav32 inh
Cc1ccccc1-c1nc2sc3c(c2c(=O)n1N)CCCC3	-0.74
Cc1cc(C(F)F)nn1CC(=O)NCc1ccc(Cl)cc1Cl	-1.1
O=C(c1ccco1)N1CCN(S(=O)(=O)c2ccc(F)cc2)CC1	0.00016
C=CCc1cccc(/C=N/c2ncccc2O)c1O	-0.017
c1cncc(-c2nc3cc4ccccc4cc3[nH]2)c1	0.64
Cc1nn(C(C)CC(=O)O)c(C)c1Br (stereo not given)	0.12
CCOC(=O)c1cnc2nc(C(F)(F)F)[nH]n2c1=O	-0.0016
CCn1c(-c2cc(-c3cccc(OC)c3)nc3ccccc23)n[nH]c1=S	-3.2
C=CCOc1cccc(C2/C(=C(/O)c3ccccc3)C(=O)C(=O)N2CCN2CCOCC2)c1 (stereo not given)	0.13
CCOc1ccc(-n2c(SCC(=O)NCc3ccco3)nc3c(c2=O)SCC3)cc1	0.6
Fc1ccc(-n2nnnc2-c2cnc(-c3cccs3)nc2C(F)(F)F)cc1	-3.3
CCC(NC(=O)NC1=NCCS1)(C(F)(F)F)C(F)(F)F	-0.021
Cc1sc2ncnc(SCc3ccco3)c2c1C	0.85
O=C(O)c1ccc(OC2CSC2)cc1	0.87
COc1cc(NC(=O)CSc2nnnn2-c2ccccc2)cc(OC)c1OC	0.28

(cont.)
Compound	Cav32 inh
Cc1ccc2c(c1)N(CC(=O)O)C(=O)CO2	0.26
Cc1ccc(/C(O)=C2\C(=O)C(=O)N(c3cc(C)on3)C2c2cccc(Cl)c2)cc1 (stereo not given)	-3.1*
Cc1ccccc1-n1c(SCc2c(C)noc2C)nnc1-c1cccnc1	-0.9
N#CC1=C2SCN(Cc3ccco3)CN2C(=O)CC1c1cccc2ccccc12 (stereo not given)	0.21
O=C(Nc1nc(-c2ccccc2)cs1)C1CCCCN1S(=O)(=O)c1ccccc1 (stereo not given)	-1.8
Nc1ncnc2c1ncn2[C@@H]1O[C@H](CO)[C@@H](O)[C@H]1O	0.61
CCCSC1=C(C#N)C(c2cccs2)C(C(=O)Nc2ccccc2)=C(C)N1 (stereo not given)	-2.7*
Cc1ccccc1NC(=O)CN1CCC(n2nnc3ccccc32)CC1	1.4
Cc1[nH]c2c(C)cccc2c1CCNC(=O)c1ccc2c(c1[N+](=O)[O-])C(=O)c1ccccc1C2=O	0.13
COC(=O)CCC(=O)OC1(C)C(=O)C2=CN(CCc3ccccn3)C(c3ccc(OC)cc3)=CC2=C(Br)C1=O (stereo not given)	0.34
O=C(CC1NCCNC1=O)OCc1ccccc1 (stereo not given)	-0.15
C=CCN1C=C2C(=O)C(C)(OC(=O)c3cnc4ccccc4n3)C(=O)C=C2C=C1/C=C/COC (stereo not given)	1.2
CCOC(=O)CNC(=O)CSc1nc2cccnc2n1CC	-0.11
Cc1cc(C)c2c(=O)[nH]c(SCC(=O)N(C)C)nc2n1	0.31
CCCCNC(=O)NCC(=O)Nc1ccc(F)c(F)c1	-0.39

Brought forward from above: four compounds, followed by the next part.
Compound	Cav32 inh
C=CCN1C=C2C(=O)C(C)(OC(=O)c3cnc4ccccc4n3)C(=O)C=C2C=C1/C=C/COC (stereo not given)	1.2
CCOC(=O)CNC(=O)CSc1nc2cccnc2n1CC	-0.11
Cc1cc(C)c2c(=O)[nH]c(SCC(=O)N(C)C)nc2n1	0.31
CCCCNC(=O)NCC(=O)Nc1ccc(F)c(F)c1	-0.39
COc1cc(C(=O)NCCc2cn3ccccc3n2)cc(OC)c1OC	0.04
CCn1c(SCC(=O)c2ccc(Cl)cc2)nnc1-c1ccoc1C	-0.14
CC1CCN(C(=O)CSc2nnc(CNc3ccc(F)cc3)n2Cc2ccco2)CC1	-0.017
O=C(CCS(=O)(=O)c1cccs1)Nc1ccc(C(=O)NCc2ccc(F)cc2)cc1	-1.1
C#CCOCCOCCOCCNc1nc(N2CCN(C(=O)Cn3cc(CCCN=C(N)N)nn3)CC2)nc(N2CCN(C(=O)[C@H]([C@@H](C)CC)n3cc(CCC(=O)O)nn3)CC2)n1	-0.3
O=c1c2cccnc2[nH]c(=S)n1CCC1=CCCCC1	0.34
C=CCn1c(-c2cc(OC)c(OC)c(OC)c2)n[nH]c1=S	0.69
Cc1noc2ncnc(Oc3ccccc3)c12	-0.85
N#CCCN1CCN(S(=O)(=O)c2ccc(S(=O)(=O)NC3CCCCC3)cc2)CC1	-0.067
Cc1cccc(C(C)C)c1-n1nnnc1-c1ccccc1	-3.2
COc1ccc(Cl)cc1NC(=O)C(C)N1CCN(C/C=C/c2ccccc2)CC1 (stereo not given)	1.7
COc1ccc(N2C(=O)CC(Nc3cccc(C(C)=O)c3)C2=O)cc1OC (stereo not given)	1.2
C=C(C)c1ccc(C(C)(C)NC(=O)N(Cc2ccccc2)Cc2ccco2)cc1	-4
CCOC(=O)c1[nH]c2ccc(Br)cc2c1NC(=O)CNC	0.58
COCCn1c(C)cc(C(=O)CSc2nnc(-c3cccnc3)n2-c2ccccc2F)c1C	0.6

The results go on.
Compound	Cav32 inh
Clc1ccc(C2C3=C(Nc4ncnn42)c2ccccc2CC3)cc1 (stereo not given)	-0.66
COc1ccc(N2CS(=O)(=O)/C(=C/N(C)C)C2=O)cc1	0.47
CN1C=CC2=C(C#N)C(N)C(C#N)(C#N)[C@H](c3ccccc3)[C@H]2C1 (stereo not given in full)	-0.0023
CCCCC1=CC2=C(c3ccco3)C(=O)C(C)(OC(=O)c3ccc(OC)cc3)C(=O)C2=CN1CCN1CCOCC1 (stereo not given)	0.43
CCn1c(-c2ccccc2Cl)nn(CC(=O)Nc2ccccc2OC)c1=S	0.44
CC1=C(C(=O)OCC2CCCO2)C(c2cccc(O)c2)NC(=O)N1 (stereo not given)	0.88
O=C(COc1c(Br)cc(Br)c2cccnc12)N1CCc2ccccc2C1	-1.3
COC(=O)CCC(=O)NNC(=O)c1ccc(Br)cc1	0.0093
COC(=O)COc1cccc(NC(=O)c2cccs2)c1	-0.036
Cc1cc(N2CCN(S(=O)(=O)c3ccccc3)CC2)c2ccccc2n1	-0.03
CCC(C)(C)n1nnnc1C(c1ccc(O)c(OC)c1)N1CCc2ccccc2C1 (stereo not given)	0.097
CC1(C)CN(c2ccccc2)N(Cc2ccc(F)cc2)C1=O	-1.1
C/C=C(\C)C(=O)Nc1cccc(C2=NOC3(C2)C[C@@H](C(N)=O)N(C(=O)c2cc([N+](=O)[O-])cc([N+](=O)[O-])c2C)C3)c1 (stereo not given in full)	0.24
COc1ccc(-c2nnc(SCc3cc(C)ccc3C)n2N)cc1	0.043
Cc1cc(C(=O)NCCN2CCN(c3cccc(Cl)c3)CC2)n(-c2ccccc2)n1	0.28

Additional results
Compound	Cav32 inh
CC(=O)Oc1ccc(/C=N/NC(=O)C2CCCN2S(=O)(=O)c2ccc(Cl)cc2)cc1 (stereo not given)	-0.073
Cc1nc([N+](=O)[O-])c(N2CCN(Cc3ccccc3)CC2)n1Cc1ccccc1	-1.6
C=CCNC(=S)NNC(=O)c1cccn(Cc2ccc(Cl)cc2Cl)c1=O	-2.3
CCCCc1c(O)nc(SCC(=O)Nc2ccc3c(c2)CCC3)[nH]c1=O	-5.7*
COc1cc(OC)nc(NC(=O)CSc2nnc(-c3ccccc3)n2C2CCCCC2)n1	1
COc1ccc(C(=O)N2CCN(c3ccccn3)CC2)cc1	0.83
CCOc1cc(C2C3=C(CCCC3=O)NC3=C2C(=O)CCC3)cc(Cl)c1O	-0.63
CCc1ccccc1NC(=O)c1ccoc1C	0.94
O=C1CCC[C@H]2c3[nH]c4ccccc4c3CCN12	-1.4
Cc1ccc(C)c(N2CCN(C(=O)CCS(=O)(=O)c3cccc4nonc34)CC2)c1	-2.8
O=C(C1=C[C@H](c2ccc3c(c2)OCO3)C[C@H](OCc2ccc(CO)cc2)O1)N1CCN(Cc2ccc3c(c2)OCO3)CC1	-1.1
COc1ccc(C2C(C(=O)NCC3CCCO3)c3cc(OC)c(OC)cc3C(=O)N2C)cc1OC (stereo not given)	0.07
COc1ccc(NC(=O)C2CCCN2S(=O)(=O)c2ccc3c(c2)CCC(=O)N3)c(OC)c1 (stereo not given)	-0.071
CC(=O)Nc1cccc(NC(=O)C2CCCN2C(=O)Nc2cccc(C)c2)c1 (stereo not given)	0.29
COC(=O)c1ccc(NC(=O)CSc2nc3cccnc3n2C)cc1	2.2

Another view of part of the listing above:
| Cav32 inh | SMILES |
| --- | --- |
| 0.07 | COc1ccc(C2C(C(=O)NCC3CCCO3)c3cc(OC)c(OC)cc3C(=O)N2C)cc1OC (stereo not given) |
| -0.071 | COc1ccc(NC(=O)C2CCCN2S(=O)(=O)c2ccc3c(c2)CCC(=O)N3)c(OC)c1 (stereo not given) |

The list goes on.
Compound	Cav32 inh
O=C(Nc1ccccc1)N1CCn2c1nc1ccccc12	0.85
CC(=O)c1ccc(NC(=O)C2(c3ccccc3)CCOCC2)cc1	0.45
N#CC1=C2SCN(Cc3ccccc3)CN2C(=O)CC1c1cccs1 (stereo not given)	0.083
CS(=O)(=O)N1CCC(C(=O)NCC2CCCO2)CC1 (stereo not given)	0.018
O=C(NCCCN1CCOCC1)c1coc2ccccc2c1=O	-0.23
Cc1cc(NC(=O)CSc2nnc(C3CC3)n2C)no1	0.26
COc1ccccc1S(=O)(=O)Cc1ccc(C(=O)NCc2cccnc2)o1	0.32
CC(=O)c1cccc(NC(=O)C2CCN(S(=O)(=O)c3c(C)n[nH]c3C)CC2)c1	0.29
CCCN(CCC)S(=O)(=O)c1ccc(C(=O)N2CCCc3ccccc32)cc1	0.25
Cc1ccc(N=Cc2sc(O)c3ccccc23)c(C)c1	-0.22
C=CCn1c(SCC(=O)N2CCCCC2)nc(O)cc1=O	0.46
Cc1nc2cc(NC(=O)NCc3ccco3)ccc2o1	-0.011
COC(C[C@@H](O)[C@@H](C)[C@@H](O)COCc1ccccc1)OC	-1.6
Cc1nnc(SCC(=O)N/N=C/c2cn(-c3ccccc3)nc2-c2ccc(F)cc2)n1-c1ccccc1	0.74
COc1ccc(C(=O)Nc2cccc(-c3nc4ncccc4o3)c2C)cc1	-1

Taken from above.
Cav32 inh result of Cc1ccc(N=Cc2sc(O)c3ccccc23)c(C)c1 stands at -0.22
Cav32 inh result of CCCN(CCC)S(=O)(=O)c1ccc(C(=O)N2CCCc3ccccc32)cc1 stands at 0.25
Cav32 inh result of Cc1cc(NC(=O)CSc2nnc(C3CC3)n2C)no1 stands at 0.26
Cav32 inh result of O=C(Nc1ccccc1)N1CCn2c1nc1ccccc12 stands at 0.85
Cav32 inh result of N#CC1=C2SCN(Cc3ccccc3)CN2C(=O)CC1c1cccs1 (stereo not given) stands at 0.083
Cav32 inh result of Cc1nc2cc(NC(=O)NCc3ccco3)ccc2o1 stands at -0.011
Cav32 inh result of C=CCn1c(SCC(=O)N2CCCCC2)nc(O)cc1=O stands at 0.46

Next part:
Compound	Cav32 inh
O=C(CCc1ccc(Oc2cc([N+](=O)[O-])cc([N+](=O)[O-])c2)cc1)N1CCCCC1	-1.3
CCc1cc(C(=O)Cc2cnn(-c3ccccc3)c2)c(O)cc1O	-0.0022
CC1(C)C(c2cccs2)=NC(c2ccccc2)N1O (stereo not given)	0.14
CC(=O)OC(C(=O)NCc1ccc(F)cc1)c1ccccn1 (stereo not given)	0.89
COC(=O)c1ccccc1CCC(C)=O	0.45
CCC(C(=O)NC1CCCC1)N(C(=O)Cn1nnc(-c2ccc(OC)c(OC)c2)n1)C1CCCCC1 (stereo not given)	-0.18
COc1ccccc1NC(=O)CSC1=NC(=O)C(NC(C)=O)C(=O)N1 (stereo not given)	-0.94
Cc1nc(SCC(=O)Nn2c(-c3ccccc3)nc3ccccc3c2=O)n[nH]1	-0.45
O=C(NC1(C(F)(F)F)NC(=O)N(Cc2ccco2)C1=O)c1cccs1 (stereo not given)	0.87
CCNC(=O)CC1C(=O)N(C)C(=S)N1NC(=O)c1ccc(Cl)cc1 (stereo not given)	0.35
COC(=O)C1=C(C(=O)OC)[C@@H]2Nc3ccccc3[C@@]23C[C@@H](C(=O)OC)N=C3N1	1.9
O=C(Cn1c(NCCCO)nc2ccccc21)c1cccs1	0.0021
CCNc1nc(NC(C)C)nc(N(C#N)C(C)C(=O)N(C)C)n1 (stereo not given)	1.4
Cc1ccc(NC(=O)Cc2ccc(F)cc2)cc1	0.32
CCOc1ccc(C(=O)Nc2cccc(C)n2)cc1	-1.4
O=C(CSCc1ccc(Cl)cc1)N/N=C/c1ccc(Cl)cc1Cl	0.026

Screening results (PubChem)
